EP2 mod: modulators of human EP2 prostaglandin E2 receptor; EP2-expressing cells, cAMP HTRF FRET, PGE2 co-stimulation; induction, % at 25 µM; 0.83% of 260,000 active; AID 940;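 active = compounds whose cAMP rise, as percent of the full-agonist control response, exceeds 60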;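 note: rat C6 glioma line stably carrying human EP2 under a CMV promoter; the protocol text gives 20 µM as final concentration; 100% = response of wells given 1 µM PGE2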
Calpain2 inh: inhibitors of pig calpain II | purified calpain II, fluorogenic peptide substrate, 30 min | inhibition, % at 16 µM | 0.37% of 220,000 active;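 active = inhibition above about 50%, limit read from the data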
Rad51 HR inh: blocks human Rad51 in homologous recombination; Q06609; hRad51 DNA strand exchange, fluorescence dequenching; inhibition, % at 10 µM; 0.085% of 200,000 active; AID 1385;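 active = inhibition above 40% at the single screening dose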;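 note: 0% = DMSO control wells and 100% = blanks with heterologous ssDNA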
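Test system: preformed human Rad51 ssDNA filaments. Compound dosing: single dose, 10 µM final compound. Incubation: filaments 15 min 37 °C, then compound 30 min. Technique: FRET fluorescence dequenching, excitation 485 nm, emission 520 nm. Read-out basis: percent inhibition from fluorescence, normalised to plate control and blank means. Benchmarks: plate controls and plate blanks.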
Hck-Nef inh: inhibitors of human Hck kinase activated by Nef. 0.68% of 220,000 active. P08631. inhibition, % at 20 µM. Recombinant Hck-YEEI plus Nef, Z-Lyte FRET kinase assay. AID 463187;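 active = Hck-Nef kinase inhibition above about 50%, limit read from the data; inactive = inhibition below that limit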;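 note: 0% = DMSO with Hck plus Nef and 100% = Hck alone without Nef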
Target sequence (P08631 whole entry, looked up): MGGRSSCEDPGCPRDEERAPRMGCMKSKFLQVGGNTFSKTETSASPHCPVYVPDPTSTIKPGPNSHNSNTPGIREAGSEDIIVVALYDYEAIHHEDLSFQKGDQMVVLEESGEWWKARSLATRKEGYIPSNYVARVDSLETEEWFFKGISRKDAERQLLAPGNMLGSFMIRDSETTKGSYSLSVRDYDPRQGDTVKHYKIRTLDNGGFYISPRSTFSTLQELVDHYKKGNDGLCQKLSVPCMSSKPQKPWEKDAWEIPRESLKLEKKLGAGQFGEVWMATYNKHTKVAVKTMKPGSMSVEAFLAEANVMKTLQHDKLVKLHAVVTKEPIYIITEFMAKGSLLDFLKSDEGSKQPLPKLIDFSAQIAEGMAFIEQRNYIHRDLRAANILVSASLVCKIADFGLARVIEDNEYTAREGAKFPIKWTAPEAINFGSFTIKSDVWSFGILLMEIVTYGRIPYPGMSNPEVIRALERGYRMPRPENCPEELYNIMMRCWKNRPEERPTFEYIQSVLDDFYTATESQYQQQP
14-3-3 Bad inh: disrupts binding of bovine 14-3-3 zeta to phospho-Bad peptide; P63103; 0.71% of 220,000 active; AID 781; inhibition, % at 21.7 µM; TR-FRET 14-3-3zeta/Dy647-pBad peptide displacement, 1 h;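 active = inhibition above about 70%, limit read from the data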;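 note: 0% = full 14-3-3 plus peptide FRET controls and 100% = background without 14-3-3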
Target sequence (P63103 whole entry, looked up): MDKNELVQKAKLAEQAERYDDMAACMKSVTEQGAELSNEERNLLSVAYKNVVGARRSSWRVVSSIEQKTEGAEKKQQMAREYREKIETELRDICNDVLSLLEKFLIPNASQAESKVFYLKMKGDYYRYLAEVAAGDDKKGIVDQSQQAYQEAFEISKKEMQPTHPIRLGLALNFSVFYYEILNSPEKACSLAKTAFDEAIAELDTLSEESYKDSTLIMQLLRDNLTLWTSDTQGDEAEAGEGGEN
eIF4E 4G PPI: inhibitors of eIF4E and eIF4G interaction in translation initiation | TR-FRET eIF4E-eIF4GI(517-606) binding, 2 h | AID 782 | inhibition, % at 21.7 µM | P63073+Q04637 | 0.37% of 220,000 active;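 active = inhibition above about 30%, limit read from the data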;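 note: 0% = full FRET control wells and 100% = background wells lacking eIF4GI fragment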
zVAD death inh: blocks zVAD induced death of L929 cells; L929 zVAD necroptosis rescue, ATP luminescence, 24 h; with zVAD 60 µM; viability rescue, % at 10 µM; 0.38% of 220,000 active;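 active = activation, scaled between plate controls, above about 75%, limit read from the data; inactive = activation under that limit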;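 note: 0% = zVAD with DMSO and 100% = DMSO alone without zVAD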
EP2 antag: EP2 receptor (human) inhibition | inhibition, % at 25 µM | P43116 | C6 glioma cells expressing human EP2, cAMP TR-FRET; cells stimulated with saturating PGE2 | 0.52% of 260,000 active;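 active = percent inhibition above 40 after rounding to a whole number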;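 note: rat C6 glioma host cells with rolipram phosphodiesterase inhibitor present; the protocol text gives 20 µM as final concentration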
TbHK1 inh: T. brucei hexokinase 1 inhibition; recombinant TbHK1, G6PDH-coupled NADH A340; inhibition, % at 10 µM; 0.11% of 220,000 active;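 active = inhibition of 50% or more in the single-dose primary screen; inactive = inhibition below 50%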
* hit, by the source's call; · = not tested or not shown; [ ] = another dose, or the depositor's remark. Not all compounds are listed (hit frequency here may not be typical).

Values run as follows: TbHK1 inh	zVAD death inh	Hck-Nef inh	EP2 mod	EP2 antag	eIF4E 4G PPI	14-3-3 Bad inh	Calpain2 inh	Rad51 HR inh
(1) CS(=O)(=O)N(CC(=O)Nc1cc(Cl)ccc1Cl)c1ccccc1Cl
    -2	0.9	5	-4	4	-3	0	-4	-2
(2) Cc1ccc(-c2nnn(CC(=O)Nc3ccccc3-c3ccccc3)n2)c(-n2cnnn2)c1
    1	0.0	0	3	14	-16	2	24	-5
(3) O=C(Nc1ccccn1)c1ccc2ccccc2n1
    1	0.1	3	13	17	6	6	1	4
(4) N#Cc1cc(C(=O)c2ccccc2OCC(=O)Nc2ccccc2)cn(C2CCCCC2)c1=O
    -1	-0.3	0	6	8	3	0	-26	3
(5) O=C(Cn1cnc2c(cnn2-c2ccccc2)c1=O)NCCc1ccccc1
    -7	0.2	0	7	16	-1[fluorescence artefact?]	12[fluorescence artefact?]	-14	1
(6) O=C(COc1ccc([N+](=O)[O-])cc1)NN=C1CCCC1
    -9	-0.1	-2	2	6	1	3	7	-1
(7) CCCCc1c(C)[nH]c(C(=O)OCC)c1C
    10	0.0	2	35	1	0	-1	19	·
(8) Cc1ccc(S(=O)(=O)NNC(=O)C2Cc3c(ccc4ccccc34)O2)cc1 (stereo not drawn)
    -1	-0.3	-1	-8	13	-3	17	24	6
(9) CC(C)C(c1nnnn1C1CCCCC1)N1CCN(c2ncccn2)CC1 (stereo not drawn)
    1	1.5	1	10	7	-2	1	22	4
(10) COc1cccc(C(=O)Nc2cccc(SC)c2)c1
    -1	1.6	-1	-38	11	0[fluorescence artefact?]	2	-4	10
(11) COC(=O)c1ccccc1NC(=S)NC(=O)c1ccccc1C
    -1	0.4	0	37	·	3	8	-21	·
(12) Cc1ccnc(SCCn2c(N(C)Cc3ccccc3)nc3c2c(=O)n(C)c(=O)n3C)n1
    1	0.1	15	·	8	·	·	·	5
(13) COC(=O)C1=C(C(=O)OC)SC(=C2C(=S)C(C)(C)N(C(=O)C(C)C)c3ccccc32)S1
    -13	0.3	1	52	8	-3	-6	10	4
(14) O=C(O)c1ccccc1Nc1ccnc(Cl)n1
    -19	0.4	22	7	2	74*	-4	-17	8
(15) CC1(C)CNC(=O)c2sc(N3CCOCC3)nc2C1
    -6	3.3	-1	34	0	1	-3[fluorescence artefact?]	-12	-3

Shown as labelled records: part of the list above
8	Cc1ccc(S(=O)(=O)NNC(=O)C2Cc3c(ccc4ccccc34)O2)cc1 (stereo not drawn)
  TbHK1 inh = -1
  zVAD death inh = -0.3
  Hck-Nef inh = -1
  EP2 mod = -8
  EP2 antag = 13
  eIF4E 4G PPI = -3
  14-3-3 Bad inh = 17
  Calpain2 inh = 24
  Rad51 HR inh = 6

9	CC(C)C(c1nnnn1C1CCCCC1)N1CCN(c2ncccn2)CC1 (stereo not drawn)
  TbHK1 inh = 1
  zVAD death inh = 1.5
  Hck-Nef inh = 1
  EP2 mod = 10
  EP2 antag = 7
  eIF4E 4G PPI = -2
  14-3-3 Bad inh = 1
  Calpain2 inh = 22
  Rad51 HR inh = 4

10	COc1cccc(C(=O)Nc2cccc(SC)c2)c1
  TbHK1 inh = -1
  zVAD death inh = 1.6
  Hck-Nef inh = -1
  EP2 mod = -38
  EP2 antag = 11
  eIF4E 4G PPI = 0[fluorescence artefact?]
  14-3-3 Bad inh = 2
  Calpain2 inh = -4
  Rad51 HR inh = 10

11	COC(=O)c1ccccc1NC(=S)NC(=O)c1ccccc1C
  TbHK1 inh = -1
  zVAD death inh = 0.4
  Hck-Nef inh = 0
  EP2 mod = 37
  EP2 antag = ·
  eIF4E 4G PPI = 3
  14-3-3 Bad inh = 8
  Calpain2 inh = -21
  Rad51 HR inh = ·

(cont.)
Values run as follows: TbHK1 inh	zVAD death inh	Hck-Nef inh	EP2 mod	EP2 antag	eIF4E 4G PPI	14-3-3 Bad inh	Calpain2 inh	Rad51 HR inh
(16) CC(NC(=O)CSc1n[nH]c(=O)[nH]c1=O)C1CC2CCC1C2 (stereo not drawn)
    -14	1.2	5	-4	5	4	0	-13	-6
(17) CCN(c1ccccc1)S(=O)(=O)c1ccc(NC(=S)NC(=O)c2ccc(Br)o2)cc1
    -1	-0.1	2	-38	13	-2	1	32	-14
(18) Cc1cc2c(c(SCC(=O)NCc3ccc(Cl)cc3)n1)C(=O)OC2
    0	2.8	25	-20	13	3	-7	-3	0
(19) O=C(NC(=S)NCC1CCCO1)c1ccco1 (stereo not drawn)
    -7	1.2	24	12	8	3	-14	-24	6
(20) COC(=O)C(=CC(=CN(C)C)C=C(C(=O)OC)C(=O)OC)C(=O)OC
    -38	0.6	14	24	12	1	2	5	2
(21) CCCN1C(=O)CN(C2CCCCCC2)C(=O)C1c1ccc(C)cc1 (stereo not drawn)
    2	-0.6	0	22	8	3	-11	-2	·
(22) O=C(CSc1nc(O)c(Cc2ccccc2)c(=O)[nH]1)Nc1ccccc1
    -1	0.5	0	14	-1	-1[fluorescence artefact?]	-1	-29	2
(23) Cc1cccc(N2CCN(C(=O)c3ccc(N4CCCC4=O)cc3)CC2C)c1 (stereo not drawn)
    1	1.6	2	-11	13	-1	7	36	5
(24) CCOC(=O)c1cccc(NC(=O)N2CCOCC2)c1
    -1	1.8	18	-29	9	4	-6	0	29
(25) NNC(=O)CNc1ccccc1Cl
    -3	3.0	12	24	10	4	-8	-20	5
(26) CC(C)(C)C1CCC(=NNc2nc3ccccc3[nH]2)CC1 (stereo not drawn)
    -2	4.1	-3	-50	10	0	-10	10	2
(27) CCOc1ccc(CN2CCNC(=O)C2CC(=O)OC)cc1 (stereo not drawn)
    -13	1.6	-1	8	15	-3	-4[fluorescence artefact?]	-3	3
(28) O=C(NCCCn1ccnc1)/C(=C/c1ccco1)NC(=O)c1ccco1
    -17	-0.4	12	4	9	-1	0	-19	-7
(29) CC(c1ccccc1)n1cc(C(=O)NCC2COc3ccccc3O2)nn1 (stereo not drawn)
    3	0.1	1	2	8	0	-2	9	3
(30) Cc1ccc(NC2=CC(=O)CC(c3ccccc3)C2)cc1 (stereo not drawn)
    -21	1.8	-1	-4	3	-1[fluorescence artefact?]	-18	12	-1

Next part:
Values run as follows: TbHK1 inh	zVAD death inh	Hck-Nef inh	EP2 mod	EP2 antag	eIF4E 4G PPI	14-3-3 Bad inh	Calpain2 inh	Rad51 HR inh
(31) CCCCNC(=S)N1CCn2cccc2C1c1ccc(F)cc1 (stereo not drawn)
    2	1.0	21	-20	5	-2	-8	4	-2
(32) COc1ccc(-c2nc(-c3ccncc3)no2)cc1OC
    1	26	-3	-36	3	-1	-1	20	0
(33) CCOC(=O)C1(C)Oc2cccnc2NC1=O (stereo not drawn)
    -7	0.1	0	31	4	2	1	-14	·
(34) O=C(COC(=O)CCc1ccc(S(=O)(=O)N2CCOCC2)cc1)NCc1ccccc1Cl
    -9	4.6	12	-3	3	2	-11	-7	-3
(35) COc1ccccc1CNC(=O)Cn1cnc2ccccc2c1=O
    4	1.0	-2	19	3	-10[fluorescence artefact?]	-3	7	-7
(36) CCN(CC)CCOC(=O)c1ccc(NC(=O)CNC(=O)C2CCCCC2)cc1
    -5	0.9	0	13	3	1[fluorescence artefact?]	-5	-6	-2
(37) CCCC(=O)NC(c1ccccc1Cl)c1c(O)ccc2ccccc12 (stereo not drawn)
    7	-0.5	-1	-12	5	-1	-4	21	0
(38) N#Cc1c(SCC(=O)O)nc(-c2ccccc2)c2c1CCCC2
    1	0.4	-7	43	45*	4	2	-9	2
(39) CSc1ccccc1C(=O)NCCOc1ccccc1C
    -2	0.4	25	-16	4	2	-4	20	-7
(40) COc1cccc(C2/C(=C(/O)c3cnn(-c4ccccc4)c3C)C(=O)C(=O)N2CCN(C)C)c1OC (stereo not drawn)
    -35	0.9	1	7	5	3	30	5	-18
(41) Cc1ccccc1CN(CC(=O)Nc1cccc([N+](=O)[O-])c1)S(=O)(=O)c1ccc(Cl)cc1
    19	0.9	-1	-7	8	-3	-6	25	7
(42) CCC(=O)CCC(=O)c1ccc2ccccc2c1
    -3	0.0	4	-22	9	6	-6[fluorescence artefact?]	-42	-17
(43) CSCC[C@H](NC(=O)Nc1ccc(Oc2ccccc2)cc1)C(=O)O
    -8	0.4	-4	-2	5	3	-3	9	-24
(44) O=C(O)c1ccc(COc2ccccc2/C=C2\NC(=O)N(Cc3ccccc3F)C2=O)cc1
    -24	49	18	-16	4	2	4	-4	-16
(45) O=C(COC(=O)CNC(=O)C12CC3CC(CC(C3)C1)C2)NC1CCS(=O)(=O)C1 (stereo not drawn)
    18	2.5	1	-1	5	-4	-14	-7	-11

Remaining list, next part
Values run as follows: TbHK1 inh	zVAD death inh	Hck-Nef inh	EP2 mod	EP2 antag	eIF4E 4G PPI	14-3-3 Bad inh	Calpain2 inh	Rad51 HR inh
(46) Cc1ccc(NC(=S)N2CCN(C3CCCCC3)CC2)cc1
    7	0.1	0	-15	3	-4	-4	4	-1
(47) NC(=O)C1CCN(CCC(=O)Nc2ccc3c(c2)CCC3)CC1
    5	-0.9	4	10	18	6	-10	16	-2
(48) Cc1csc(NC(=O)c2cnccn2)n1
    -12	0.5	-3	6	6	-5[fluorescence artefact?]	6	9	0
(49) COc1ccc(CC(=O)NC(C)c2nnc(SCC(=O)c3ccc(Br)cc3)n2C)cc1 (stereo not drawn)
    7	-0.3	-8	4	5	-4	1[fluorescence artefact?]	-52	-11
(50) CCOC(=O)C1CCN(c2c(NCCCN(C)C3CCCCC3)c(=O)c2=O)CC1
    10	1.3	-1	-5	6	2	0[fluorescence artefact?]	9	-2
(51) Cc1nnc(NC(=O)c2cccc(NC(=O)C(C)C)c2)s1
    0	-0.3	-1	6	17	0	-5	5	-9
(52) CN(C)c1cccc(NC(=O)c2ccco2)c1
    1	0.7	29	-38	1	5	4	18	3
(53) COc1cccc(-c2noc(N)c2C#N)c1
    9	43	3	1	8	2	-7	9	1
(54) CCCCCC1(C(=O)OCC)CC(CSC(=N)N)OC1=O (stereo not drawn)
    11	32	21	8	16	-2	-2	2	-3
(55) COc1ccc(C(=O)N/C(=C/c2cccs2)C(=O)NC(C)(C)C)cc1OC
    -17	5.2	18	24	0	3	6	11	3
(56) O=C(NCc1ccc(F)cc1)C(=O)NCC1OCCN1C(=O)c1ccc(Cl)cc1 (stereo not drawn)
    3	-1.0	-9	1	10	-1	0	19	-1
(57) Cc1noc(NS(=O)(=O)c2ccc(NC(=O)Nc3ccc(Cl)c(Cl)c3)cc2)c1C
    0	1.1	6	-5	1	-2	8	-79	2
(58) COc1cc(O)c(C(C)=O)c(CC(=O)O)c1
    -21	0.5	35	19	15	-14	14	-28	6
(59) CCOc1ccc(C(O)c2nccn2C)cc1 (stereo not drawn)
    -3	-0.3	0	12	8	2	7	-2	-8
(60) COc1ccccc1NC(=O)c1c(N=Cc2cccc([N+](=O)[O-])c2)cnn1C
    -10	2.8	13	-8	12	46*	-2	-5	-2
(61) CC1CCN(CCC(=O)Nc2ccc(Cl)cc2)CC1
    3	1.8	18	-42	5	-1	0	-12	9
(62) CSc1nnc(Cn2c(=O)sc3ccccc32)n1CCc1ccccc1
    -4	-0.6	0	14	6	-7	7	14	2

Screening data (PubChem BioAssay)
